Compound activity from PubChem.
GPR55 antagonists – GPR55 antagonists blocking LPI-driven arrestin recruitment, primary screen, imaging, U2OS, beta-arrestin-GFP, LPI agonist (AID 2013); G-protein coupled receptor 55 (Homo sapiens); U2OS GPR55 beta-arrestin-GFP translocation imaging, LPI antagonism; higher % means a stronger effect; inhibition, % at 10 µM; hits with a dose series show IC50 in µM; actives 0.13% (n = 290,000);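 active = spots per cell inhibited over 60%, with over 100 cells counted and total cytoplasm intensity under 500,000; inconclusive = wells with under 100 cells, flagged as likely toxic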;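 note: U2OS cells stably carrying GPR55 and arrestin-GFP stimulated by 5 µM LPI near EC80; imaged beta-arrestin-GFP aggregate spots per cell after agonist stimulation; plate controls were LPI-stimulated DMSO wells for no effect and DMSO wells without LPI for full effect; some results filed as inactive read as strong as hits; confirmed hits need IC50 under 10 µM and bright autofluorescent wells are also inconclusive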
GPR35 arrestin U2OS – GPR35 antagonists blocking zaprinast-driven arrestin recruitment, primary screen, imaging, U2OS, beta-arrestin-GFP, zaprinast agonist (AID 2058). actives 0.052% (n = 290,000). U2OS GPR35 beta-arrestin-GFP translocation imaging, zaprinast antagonism; higher % means a stronger effect. inhibition, % at 10 µM; hits with a dose series show IC50 in µM;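 active = inhibition of at least 50% with at least 30 cells and total cytoplasm GFP at most 10,000,000; inconclusive = under 30 cells or total GFP of 10,000,000 plus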
Siah-1 displacement – Siah-1 peptide-binding antagonists, primary screen, biochemical, fluorescence polarization, rhodamine-plectin, uHTS (AID 1817). E3 ubiquitin-protein ligase SIAH1 (Homo sapiens). Siah-1 / rhodamine-plectin peptide fluorescence polarization; higher % means a stronger effect. one-dose displacement, % at 20 µM; IC50 in µM for titrated hits. actives 0.02% (n = 290,000);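 active = displacement of at least 50% at 20 µM, with a fluorescence ratio check between 0.3 and a set limit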;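 note: plate controls were Siah plus tracer with DMSO for no effect and tracer alone without Siah for full effect; strong numbers were not always called active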
UTI89 phage lysis – inhibition of K1F phage lysis, E. coli UTI89, bacterial capsule biogenesis inhibitors, alamar blue (AID 488966). E. coli UTI89 K1F phage lysis, alamar blue, 2 h; higher % means a stronger effect. inhibition, % at 100 µM; hits with a dose series show IC50 in µM. actives 0.02% (n = 340,000);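 active = phage lysis inhibition, versus mean bacterial control, above a set limit; inconclusive = no clear call, values can overlap the other calls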;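 note: capsule biogenesis inhibitors block K1F phage lysis so surviving cells raise fluorescence; higher fluorescence means more inhibition of phage lysis; actives were called in the ten point dose series up to 300 µM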
NTR1 ag – agonists of NTR1, primary screen, imaging, U2OS cells, beta-arrestin-GFP, high content (AID 493036). activation, % at 20 µM. NTR1-U2OS beta-arrestin-GFP spot imaging, agonist mode. actives 0.17% (n = 330,000);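 active = activation at or above 40% of the spot to cytoplasm intensity ratio, with at least 20 cells analyzed; inconclusive = wells under 20 cells, flagged as cytotoxic or low count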;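 note: 0% = DMSO without peptide and 100% = 100 nM NTR1 peptide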
Target sequence (P30989 whole entry, looked up): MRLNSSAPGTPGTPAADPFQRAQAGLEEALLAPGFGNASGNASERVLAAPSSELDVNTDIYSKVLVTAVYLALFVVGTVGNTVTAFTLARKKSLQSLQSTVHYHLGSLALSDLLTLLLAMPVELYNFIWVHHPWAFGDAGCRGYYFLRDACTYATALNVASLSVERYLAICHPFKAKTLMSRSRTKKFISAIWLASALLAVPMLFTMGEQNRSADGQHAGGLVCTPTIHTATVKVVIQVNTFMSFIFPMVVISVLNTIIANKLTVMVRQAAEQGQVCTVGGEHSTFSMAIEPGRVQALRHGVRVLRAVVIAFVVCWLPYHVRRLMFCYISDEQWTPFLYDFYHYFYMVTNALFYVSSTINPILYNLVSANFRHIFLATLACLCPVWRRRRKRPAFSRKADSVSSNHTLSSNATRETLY
HIV peptide binding – inhibitors of HIV fusion peptide binding, primary screen, biochemical, uHTS, fluorescence dequenching (AID 1986); actives 0.3% (n = 290,000); one-dose inhibition, % at 20 µM; IC50 in µM for titrated hits; cell-free peptide binding, fluorescence dequenching, 30 min; higher % means a stronger effect; in the data active = inhibition mostly above about 52%, no sharp cut-off; inactive = mostly below about 76%; note: some results filed as inactive read as strong as hits
AID2073 – inhibitors of Mint1-CaV2.2 protein interaction, biochemical, HTRF (AID 2073) | actives 0.19% (n = 290,000) | inhibition, % at 20 µM; hits with a dose series show IC50 in µM | Voltage-dependent N-type calcium channel subunit alpha-1B (Homo sapiens) | HTRF protein-protein interaction, Mint1-CaV2.2; higher % means a stronger effect; in the data active = inhibition mostly above about 51%, no sharp cut-off; inconclusive = no clear call, values can overlap the other calls; inactive = mostly below about 53%; note: some results filed as inactive read as strong as hits
Dengue-2 NS5 capping – Dengue-2 NS5 methyltransferase inhibitors, primary screen, biochemical, confirmation dose response (AID 588689); Genome polyprotein (Dengue virus type 2 (strain 16681-PDK53)); Dengue-2 NS5 methyltransferase capping enzyme assay, biochemical; higher % means a stronger effect; inhibition, % at 25 µM, or IC50 in µM where a hit was titrated; actives 0.3% (n = 340,000); in the data active = a potency from the dose series; inconclusive = inhibition above about 29% without an active follow-up result
GPR55 activation – GPR55 agonists via beta-arrestin recruitment, primary screen, imaging, U2OS cells, beta-arrestin-GFP redistribution (AID 1961) | U2OS GPR55 beta-arrestin-GFP redistribution imaging; higher % means a stronger effect | activation, % at 10 µM; hits with a dose series show EC50 in µM | actives 0.048% (n = 290,000);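 active = activation above 40% with more than 50 cells counted in the well; inconclusive = wells holding fewer than 50 cells, flagged as toxic or sparse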;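 note: U2OS osteosarcoma cells stably expressing GPR55 and beta-arrestin-GFP; plate controls were DMSO negative control for no effect and LPI positive control for full effect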
NTR1 ag cell count 20 µM – also measured in NTR1 ag; calls as there; cell count; measured here: cell count, cytotoxicity flag
Dengue-2 NS5 capping pilot replicate – also measured in Dengue-2 NS5 capping; calls as there; inhibition, %; measured here: pilot screen replicate inhibition
* hit, by the source's call; ? = inconclusive; nt = not tested or not shown; [ ] = remark or other dose.

SMILES | GPR55 antagonists | GPR35 arrestin U2OS | Siah-1 displacement | UTI89 phage lysis | NTR1 ag | NTR1 ag cell count 20 µM | HIV peptide binding | AID2073 | Dengue-2 NS5 capping | GPR55 activation | others
O=C(Nc1ccc(N2CCN(Cc3ccccc3Cl)CC2)cc1)c1cccnc1 | 11% | 3% | 5% | 0.1% | 0.4 | 45 | -2.6% | 1% | 0% | 0.2%
Cc1ccc(-n2nc(-c3ccc(OC(F)(F)F)cc3)cc2N)cc1C | 6% | 6% | -3% | nt | 2.1 | 46 | -1.1% | -11% | nt | -0.2%
COCCN(CCOC)C(=O)c1ccc(CSc2nc3ccccc3s2)cc1 | 12% | -4% | -3% | -0.1% | 0.5 | 65 | 1.2% | -11% | -5% | -0.1%
Cc1c(O)c2ccccc2oc1=O | 4% | -10% | 1% | -1.7%[50 µM] | -0.6 | 65 | -0.8% | -8% | -8% | -0.1%
Cc1ccccc1-n1nc(C)c2cc(C(=O)N3CCN(S(=O)(=O)c4ccc(Cl)cc4)CC3)sc21 | 5% | 6% | 17% | 2.0% | -0.1 | 32 | -1.4% | 12% | -8% | -0.1%
CCCCn1c(=O)c2ccccc2n2c(=S)[nH]nc12 | 0% | 0% | 12% | 0.1% | 0.0 | 67 | -1.0% | -52% | -4% | 1.0%
CN(C)c1ccc(/C=N/NC(=O)CCc2nc3ccccc3[nH]2)cc1 | -2% | -1% | 0% | 1.3% | 0.5 | 43 | -0.9% | -3% | -2% | 0.3%
O=C(NC1=NCCS1)C1CC(=O)N(c2ccccc2)C1 (stereo unspecified) | 7% | 9% | 6% | 0.5% | -1.1 | 81 | 1.0% | 5% | -1% | 0.0%
COC(=O)[C@@H]1C2CCC(C(=O)Nc3ccccc3)(CC2)[C@@H]1C(=O)OC | -1% | 5% | -1% | 0.2% | 0.5 | 63 | 2.6% | ? | 8% | -0.3%
Cc1cc(C(=O)N/N=C/c2cc(Br)ccc2OC(=O)c2ccc(Br)cc2)n[nH]1 | 14% | 8% | 37% | nt | 16 | 74 | 2.7% | 17% | nt | 0.2%
C/C(=N\NC(=S)Nc1ccc(F)cc1)C1CC1 | 3% | 20% | -2% | -1.2% | 0.3 | 36 | -2.1% | -35% | -6% | -0.1%
CN1CCC(=NNC(=O)C(=O)Nc2ccccc2F)CC1 | 8% | -1% | -3% | 1.0% | 1.0 | 43 | 3.3% | 16% | 3% | -0.4%
COc1ccc2[nH]c(=O)c(CN(C(=O)c3cccnc3)c3cc(C)ccc3C)cc2c1 | -13% | 8% | 4% | 0.0% | 0.4 | 50 | -2.7% | 22% | -5% | -0.1%
O=C(CN1CCN(c2ccc(O)cc2)CC1)Nc1ccc2c(c1)OCCO2 | 4% | -8% | -6% | 1.3% | -1.6 | 70 | 0.8% | 10% | 0% | -0.5%
CC(C)(C)N(Cc1ccccc1)C(=O)c1ccc2c(c1)OCCO2 | 7% | -6% | -4% | -0.1% | 1.1 | 37 | -3.1% | 0% | -5% | 0.2%
Cc1nc2ccc(NC(=O)c3ccc(Br)o3)cc2s1 | 5% | -11% | 2% | -0.8% | 2.9 | 73 | 1.5% | 9% | -9% | -0.4%
Cc1cccc(C(=O)NNC(=O)c2ccccc2-n2cccc2)c1 | 11% | -2% | 10% | 0.2% | 2.1 | 33 | -1.7% | -7% | 6% | 0.7%
c1cc(CSc2nnc(-c3ccc4c(c3)OCO4)o2)ccn1 | 11% | 10% | -1% | 0.9% | 0.1 | 91 | 0.9% | -8% | -1% | -0.1%
CCC(=O)Nc1ccc(S(=O)(=O)c2ccc(NC(=O)CC)cc2)cc1 | 9% | 20% | -3% | -1.3% | -1.7 | 52 | -2.4% | 1% | 1% | 0.8%
CCOC(=O)C1=C(C)NC(=O)NC1c1c(O)ccc2ccccc12 (stereo unspecified) | 5% | 12% | 0% | -0.5% | -0.4 | 98 | 1.4% | -2% | 0% | -0.2%
COc1ccc2cc3cc(C(=O)N4CCCCCC4)oc3nc2c1 | -2% | 2% | 4% | 0.2% | 2.4 | 41 | -0.3% | 1% | -8% | -0.1%
c1cncc(-c2nnc(SCc3nc4ccccc4[nH]3)o2)c1 | -12% | -6% | 4% | 2.7% | -1.5 | 75 | -1.0% | 12% | -6% | 0.5%
COc1ccc(NC(=O)COC(C)=O)cc1OC | 0% | -12% | 6% | -0.5% | 0.4 | 69 | 0.1% | -2% | 3% | 1.1%
COc1ccc(CCN2C(=O)CSC2c2ccc(OC)c(OC)c2)cc1OC (stereo unspecified) | 6% | 0% | 11% | 0.1% | 1.0 | 80 | -0.2% | -3% | 0% | 0.2%
COc1ccc2c(=O)c3c(=O)n(-c4ccccc4)c(-c4ccco4)nc3oc2c1 | 2% | 2% | 4% | 0.1% | -2.3 | 68 | 1.1% | 7% | -6% | 0.4%
O=C(/C=C/c1cccs1)N1CCN(c2ccccc2)CC1 | -1% | -10% | -1% | 5.3% | -0.2 | 61 | 0.2% | 4% | -6% | 0.2%
COc1ccccc1OC(C)C(=O)N1CC(=O)Nc2ccccc21 (stereo unspecified) | 1% | 4% | -4% | 0.9% | 4.8 | 43 | -1.4% | 8% | -8% | -0.1%
CC(=O)c1cccc(NC(=O)Nc2cccs2)c1 | 12% | 0% | -2% | -1.2% | 0.8 | 52 | 6.9% | 29% | -2% | 0.2%
COc1ccccc1NC(=O)C1CCCN(C(=O)Nc2ccc(F)cc2)C1 (stereo unspecified) | 0% | 16% | -2% | -1.1% | -1.2 | 39 | 1.1% | 14% | 3% | -0.4%
CC(C)(C)C1CCc2nc(NC(=O)Cc3cn4ccsc4n3)sc2C1 (stereo unspecified) | -14% | 4% | 0% | 1.9% | 5.8 | 32 | -0.5% | -6% | -4% | -0.1%
COCCn1c(=S)[nH]c2cc(C(=O)NCCc3ccccc3)ccc2c1=O | 6% | 1% | 2% | 0.2% | -0.2 | 63 | 0.0% | -17% | -16% | -0.1%
COc1cccc(-c2cccc(NC(=O)C3CCN(Cc4cccc(C)n4)CC3)c2)c1 | 5% | -8% | 10% | 0.2% | -0.7 | 54 | 2.1% | 2% | 4% | -0.1%
COc1ccc(C(=O)Nc2cnc3sc(C)nn3c2=O)cc1 | 5% | -7% | 8% | 0.5% | -0.1 | 67 | 1.1% | -13% | -1% | -0.7%
CCCn1ccc(O)c(Cc2ccc(Cl)cc2)c1=O | 12% | 10% | -4% | 0.3% | 1.0 | 30 | -1.5% | 43% | -12% | -0.1%
CC(C)(C)c1ccc(/C=N/Nc2ccc(C(=O)O)cc2)cc1 | 17% | -5% | 11% | 1.0% | -1.3 | 60 | 17% | 5% | 14% | 0.0%
CN1/C(=C\C(=O)c2ccco2)c2ccccc2CC1(C)C | 2% | 7% | -3% | 0.5% | 0.4 | 51 | 18% | 9% | 1% | -0.3%
Oc1ccc(CN2CCCCC2)c2cccnc12 | 6% | -17% | 31% | 0.3%[50 µM] | 4.2 | 64 | 7.8% | 11% | -4% | -0.2%
COc1cccc(N/C(N)=N/c2nc(C)cc(=O)[nH]2)c1 | 4% | 0% | 5% | -0.2% | 1.1 | 50 | 2.5% | 4% | -2% | 0.5% | Dengue-2 NS5 capping pilot replicate=-4.3
C=CCN1C(=O)S/C(=C/c2ccc(Sc3nc4ccccc4[nH]3)o2)C1=O | 18% | -11% | 8% | 12% | 5.2 | 56 | 2.5% | 1% | -16% | 0.8%
CCC(=O)N(Cc1cc2cc(OC)ccc2[nH]c1=O)c1ccc(C)cc1C | -16% | -8% | -3% | 0.3% | 2.9 | 73 | -2.3% | -3% | -2% | 0.9%
COc1cc2c(cc1OC)C(c1cc3cc(C)ccc3[nH]c1=O)N(C(=O)c1ccco1)CC2 (stereo unspecified) | 4% | 4% | 2% | -1.5% | -1.4 | 50 | 0.7% | 7% | 1% | 0.0%
COc1ccccc1NC(=O)N1CCc2[nH]c3ccc(Cl)cc3c2C1 | 5% | 0% | -7% | 0.2% | 7.9 | 57 | 1.8% | -13% | 7% | -0.3%

A draw from above in order of molar mass, highest first.
SMILES | GPR55 antagonists | GPR35 arrestin U2OS | Siah-1 displacement | UTI89 phage lysis | NTR1 ag | NTR1 ag cell count 20 µM | HIV peptide binding | AID2073 | Dengue-2 NS5 capping | GPR55 activation | others
COc1cc2c(cc1OC)C(c1cc3cc(C)ccc3[nH]c1=O)N(C(=O)c1ccco1)CC2 (stereo unspecified) | 4% | 4% | 2% | -1.5% | -1.4 | 50 | 0.7% | 7% | 1% | 0.0%
CC(C)(C)C1CCc2nc(NC(=O)Cc3cn4ccsc4n3)sc2C1 (stereo unspecified) | -14% | 4% | 0% | 1.9% | 5.8 | 32 | -0.5% | -6% | -4% | -0.1%
COc1ccc(C(=O)Nc2cnc3sc(C)nn3c2=O)cc1 | 5% | -7% | 8% | 0.5% | -0.1 | 67 | 1.1% | -13% | -1% | -0.7%
COc1ccc(NC(=O)COC(C)=O)cc1OC | 0% | -12% | 6% | -0.5% | 0.4 | 69 | 0.1% | -2% | 3% | 1.1%
Oc1ccc(CN2CCCCC2)c2cccnc12 | 6% | -17% | 31% | 0.3%[50 µM] | 4.2 | 64 | 7.8% | 11% | -4% | -0.2%
